# Assay outcomes as filed in PubChem BioAssay.
# PLCg1 inh – PLC-gamma1 (human) inhibition, primary screen; actives 0.84% (n = 370,000); P19174; purified PLC-gamma1, fluorogenic substrate, fluorescence; inhibition, % at 12.2 µM; AID 720700; in the data active = inhibition above about 9.5%
# ASAP1 inh – ASAP1 ArfGAP inhibition; Q9ULH1; ASAP1-stimulated ARF1 GTP hydrolysis, GDP FP detection; inhibition, % at 16.5 µM; actives 0.19% (n = 360,000); AID 624377; in the data active = inhibition above about 25%;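 note: 0% = vehicle with enzyme and substrate and 100% = no enzyme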
# DDE Tn7 FP inh – inhibitors of Tn7 peptide binding to human fibrin DD(E); FP displacement of FITC-Tn7 peptide from fibrin DD(E); 0% = median of compound wells per plate; inhibition, % at 8.3 µM; actives 0.13% (n = 370,000); AID 720508;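 active = inhibition above the mean of compounds falling within the control limits plus 3 SD of them, cut at about 14% in these data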;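 note: 0% = plate median of compound wells and 100% = 10 µM Aha-Tn7 peptide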
#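 System: human fibrin DD(E); quantity: Fibrin-DD(E) at 2 µM final; also added: fluorescent Tn7 probe at 0.1 µM; compound dosing: single nominal test concentration of 8.3 µM per compound; schedule: 10 min preincubation, 3 h with tracer, room temperature; detection: fluorescence polarization of the labelled Tn7 tracer; repeats: one replicate per compound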
# PLC-beta3 inh – inhibitors of human phospholipase C beta3 | Q01970 | AID 720704 | Purified PLC-beta3, fluorogenic substrate, fluorescence | actives 0.18% (n = 370,000) | inhibition, % at 12.2 µM; in the data active = inhibition above about 11%;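 note: 0% = median of compound wells on plate and 100% = full blocker control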
# ARFGAP1 inh – inhibitors of rat ARFGAP1; actives 0.26% (n = 360,000); Q62848; Arfgap1-stimulated ARF1 GTP hydrolysis, GDP FP detection; inhibition, % at 16.5 µM; AID 651572;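 active = inhibition above a per-plate limit, mean inhibition of low control wells plus 3 SD, cut at about 25% in these data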;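 note: 0% = DMSO wells with enzyme and 100% = wells lacking Arfgap1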
#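 Assay system: Rat Arfgap1 GAP domain (His6, aa 1-136), purified enzyme | Buffer or medium: HEPES 25 mM pH 7.5, NaCl 150 mM, MgCl2, DTT | Schedule: GTP hydrolysis reaction 2 h at 25 °C | Signal: FP of antibody-bound GDP Alexa 633 tracer, ex 620/em 688 nm | Measure: Percent inhibition of Arfgap1-stimulated GTP hydrolysis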
# SIAE inh – human SIAE inhibition, primary screen; SIAE FP-Rh probe binding, fluorescence polarization; inhibition, % at 9.66 µM; actives 0.69% (n = 370,000);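 active = inhibition above a cutoff: mean of compounds within the control limits plus 3 SD of those, cut at about 17% in these data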;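 note: 0% = plate median of compound wells and 100% = probe without SIAE protein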
# Target sequence (Q9HAT2 whole entry, looked up): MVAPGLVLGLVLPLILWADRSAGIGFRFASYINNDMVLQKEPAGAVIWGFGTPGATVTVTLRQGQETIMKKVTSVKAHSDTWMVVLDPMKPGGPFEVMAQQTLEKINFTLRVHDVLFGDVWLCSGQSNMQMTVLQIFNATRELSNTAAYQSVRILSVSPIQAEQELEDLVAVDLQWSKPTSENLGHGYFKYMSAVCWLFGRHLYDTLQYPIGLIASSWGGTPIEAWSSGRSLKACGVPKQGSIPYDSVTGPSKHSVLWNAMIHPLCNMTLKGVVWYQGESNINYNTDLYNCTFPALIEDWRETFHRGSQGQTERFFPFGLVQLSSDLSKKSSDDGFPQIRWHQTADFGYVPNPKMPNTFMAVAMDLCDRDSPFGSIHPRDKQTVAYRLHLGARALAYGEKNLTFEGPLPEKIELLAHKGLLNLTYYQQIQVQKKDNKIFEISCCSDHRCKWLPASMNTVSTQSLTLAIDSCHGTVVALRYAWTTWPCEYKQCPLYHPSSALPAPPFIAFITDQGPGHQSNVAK
# DDE Tn6 FP inh – inhibitors of Tn6 peptide binding to human fibrin DD(E) | P02675 | Fibrin DD(E) TRITC-Tn6 fluorescence polarization displacement | inhibition, % at 8.3 µM | actives 0.21% (n = 370,000) | AID 720509;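 active = inhibition above a per-campaign cutoff: mean of compounds within control limits plus 3 SD, cut at about 15% in these data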;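 note: 0% = median of all compound wells on the plate and 100% = blocking peptide control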
# ADAM17 inh – inhibitors of human ADAM17; P78536; recombinant ADAM17, EDANS/DABCYL FRET peptide cleavage; inhibition, % at 6.95 µM; actives 0.83% (n = 370,000); AID 720648;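 active = inhibition above the mean of compounds lying between control limits plus 3 SD, set per campaign, cut at about 8.5% in these data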;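 note: 0% = DMSO-only wells as the low control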
# TDP2 inh – blocks human TDP2 phosphodiesterase activity. actives 0.34% (n = 370,000). O95551. recombinant TDP2, T5PNP hydrolysis, p-nitrophenol absorbance 415 nm. inhibition, % at 12.8 µM. AID 720702;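 active = inhibition above the mean of all tested compounds plus 3 SD, set per campaign, cut at about 25% in these data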;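 note: 0% = DMSO with enzyme and 100% = buffer with substrate but no TDP2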
#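 Material: recombinant human TDP2; quantity: TDP2 enzyme at 120 nM final; medium: Tris-HCl pH 7.5 with MgCl2; compound: single concentration, 12.8 µM nominal, with 1% DMSO; incubation: 2 h enzyme incubation at 37 °C; signal: epi absorbance; measure: percent inhibition; benchmarks: high control without enzyme, low control DMSO plus TDP2; repeats: singlicate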
# ADAM10 inh – inhibits human ADAM10; O14672; recombinant ADAM10, EDANS/DABCYL FRET peptide cleavage, 3 h; inhibition, % at 7 µM; actives 0.62% (n = 370,000); AID 720582;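 active = inhibition above a per-campaign cutoff equal to the mean of compounds falling between control-based bounds plus 3 SD, cut at about 20% in these data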;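 note: 0% = DMSO wells while the 100% control is not disclosed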
# Target sequence (O14672 214-748 limits assumed): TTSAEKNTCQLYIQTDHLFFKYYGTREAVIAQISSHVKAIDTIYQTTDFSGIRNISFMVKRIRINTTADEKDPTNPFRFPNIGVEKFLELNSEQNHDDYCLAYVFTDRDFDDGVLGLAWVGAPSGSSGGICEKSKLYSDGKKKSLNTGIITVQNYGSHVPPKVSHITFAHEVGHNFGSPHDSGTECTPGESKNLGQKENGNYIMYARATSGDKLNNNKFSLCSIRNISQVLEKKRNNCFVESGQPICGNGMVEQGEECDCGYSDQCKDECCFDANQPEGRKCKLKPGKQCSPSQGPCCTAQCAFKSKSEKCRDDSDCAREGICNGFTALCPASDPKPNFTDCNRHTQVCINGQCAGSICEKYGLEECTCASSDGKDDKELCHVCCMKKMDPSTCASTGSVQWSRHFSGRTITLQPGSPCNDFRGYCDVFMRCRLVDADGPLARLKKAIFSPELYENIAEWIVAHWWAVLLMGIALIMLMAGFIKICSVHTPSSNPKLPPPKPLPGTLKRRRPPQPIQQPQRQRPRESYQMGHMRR
# * hit, by the source's call.
no.	PLCg1 inh	ASAP1 inh	DDE Tn7 FP inh	PLC-beta3 inh	ARFGAP1 inh	SIAE inh	DDE Tn6 FP inh	ADAM17 inh	TDP2 inh	ADAM10 inh	compound
1	2	-7	1	-5	11	2	9	5	0	-4	Cc1cc(=O)n2c(n1)NC(Nc1cccc(C)c1C)=NC2c1ccccc1 (stereo not drawn)
2	1	-12	-2	0	1	2	9	0	9	3	Cn1c(=O)c2c(nc(SCCNS(=O)(=O)c3ccccc3)n2C)n(C)c1=O
3	-31	4	-9	-26	4	0	-2	-10	-1	-20	O=C(COc1ccccc1)Nc1ccc(-c2ccc(N3CCOCC3)nn2)cc1
4	3	19	5	5	2	-5	0	3	-10	19	COC(=O)c1ccc(OC)c(CSc2nnc(COc3cccc(C)c3)o2)c1
5	0	-6	5	2	-3	6	-2	0	-4	-4	CCOc1ccc(NC(=O)CCNc2c(N3CCCC3)c(=O)c2=O)cc1
6	-1	-5	1	4	2	1	1	-4	0	-4	Cc1ccc2c(c1)CCO[C@@]21O[C@H](CCO)C[C@H](O)[C@H]1O
7	-1	-5	-2	0	-4	-8	0	-2	-2	-3	O=C(Nc1ccccc1)c1ccc(-n2cnnn2)cc1
8	12*	13	6	-10	-3	-2	-7	-2	-8	-12	COc1ccc(C(=O)NCC(C)(C)N2CCOCC2)cc1S(=O)(=O)NCc1ccc(Cl)cc1
9	4	-5	2	4	2	8	6	-1	-8	0	O=C(COC(=O)c1cc(Cl)nc2ccccc12)c1ccc(Cl)cc1
10	2	-14	-2	-4	0	1	-5	2	4	3	O=[N+]([O-])c1cccc(CSc2ncnc3ccccc23)c1
11	1	-6	0	-4	3	-1	4	-3	2	-1	COCC(=O)N1CCCC(C(=O)c2ccc(C(F)(F)F)cc2)C1 (stereo not drawn)
12	5	1	-13	0	5	10	-4	1	-1	4	CN(C)c1ccc(CNCCC(Cc2ccccc2)c2ccco2)cc1 (stereo not drawn)

# Structural class, the compounds so far with four or more nitrogen atoms
no.	PLCg1 inh	ASAP1 inh	DDE Tn7 FP inh	PLC-beta3 inh	ARFGAP1 inh	SIAE inh	DDE Tn6 FP inh	ADAM17 inh	TDP2 inh	ADAM10 inh	compound
1	2	-7	1	-5	11	2	9	5	0	-4	Cc1cc(=O)n2c(n1)NC(Nc1cccc(C)c1C)=NC2c1ccccc1 (stereo not drawn)
2	1	-12	-2	0	1	2	9	0	9	3	Cn1c(=O)c2c(nc(SCCNS(=O)(=O)c3ccccc3)n2C)n(C)c1=O
3	-31	4	-9	-26	4	0	-2	-10	-1	-20	O=C(COc1ccccc1)Nc1ccc(-c2ccc(N3CCOCC3)nn2)cc1
7	-1	-5	-2	0	-4	-8	0	-2	-2	-3	O=C(Nc1ccccc1)c1ccc(-n2cnnn2)cc1

# Entries of single compounds as entered above. Screens in order: PLCg1 inh	ASAP1 inh	DDE Tn7 FP inh	PLC-beta3 inh	ARFGAP1 inh	SIAE inh	DDE Tn6 FP inh	ADAM17 inh	TDP2 inh	ADAM10 inh
# O=C(COc1ccccc1)Nc1ccc(-c2ccc(N3CCOCC3)nn2)cc1 is listed as -31	4	-9	-26	4	0	-2	-10	-1	-20
# COC(=O)c1ccc(OC)c(CSc2nnc(COc3cccc(C)c3)o2)c1 is listed as 3	19	5	5	2	-5	0	3	-10	19

# Some values from the results shown.
# ADAM10 inh result of entry 6 : -4
# DDE Tn6 FP inh result of entry 8 : -7
# SIAE inh result of entry 5 : 6
# SIAE inh result of entry 3 : 0

# (cont.)
no.	PLCg1 inh	ASAP1 inh	DDE Tn7 FP inh	PLC-beta3 inh	ARFGAP1 inh	SIAE inh	DDE Tn6 FP inh	ADAM17 inh	TDP2 inh	ADAM10 inh	compound
13	-3	3	3	-3	-5	7	4	-4	-1	-16	CCOC(=O)/C(C#N)=C/Nc1ccccc1NS(=O)(=O)c1cccc(C(C)=O)c1
14	-2	-15	9	0	9	-15	2	-2	4	-1	CCOC(=O)CSc1nc(C(C)(C)C)cc(C(F)(F)F)c1C#N
15	1	21	-4	-3	-1	-2	10	-2	7	2	O=C(CCc1ccccc1)Nc1cccnc1Cl
16	4	-1	-7	3	3	0	1	2	1	2	CCOc1ncccc1C(=O)OCc1ccc([N+](=O)[O-])cc1
17	-17	6	0	-27	-4	6	0	-3	7	-9	COCc1ccc(CN2CCc3c([nH]c4ccccc34)C2C(C)(C)C)o1 (stereo not drawn)
18	5	7	-4	4	-6	1	8	0	4	6	CCCCCCCN1C2=NCCCN2c2ccccc21
19	1	-9	-7	-6	3	-4	-6	-4	7	-3	CC(Sc1nnc(-c2ccncc2)n1C)C(=O)NCC1CCCO1 (stereo not drawn)
20	-33	-4	-4	-35	2	4	4	-37	6	-116	O=C1CC(c2ccco2)CC2=C1C(c1ccccc1)n1nc(C(F)(F)F)nc1N2 (stereo not drawn)
21	-1	-1	1	3	20	6	-7	-2	1	3	O=C1NCCOC(=O)[C@H](Cc2ccc(F)cc2)C/C=C\C[C@@H]1CC(=O)N(CCO)Cc1ccccc1
22	-3	-16	0	-2	2	-4	8	-2	-3	0	Cc1ccccc1OCCn1cc(/C=C(\C#N)C(=O)NCc2ccco2)c2ccccc21
23	-3	-13	6	2	-13	2	-1	-6	0	-1	C=CCn1c(COc2ccc(Cl)cc2)nnc1SCC(=O)NCC(=O)OCC
24	-1	1	6	-1	-3	-8	-2	-2	10	-2	Cc1cnc(C(=O)Nc2cc(F)ccc2C)cn1
25	-10	4	8	-21	17	6	2	-4	5	-26	O=C(c1[nH]c(C(F)(F)F)nc1-c1ccccc1)N1CCc2c([nH]c3ccccc23)C1
26	-3	-2	3	-1	4	-6	-3	-1	-5	1	CC(C)CCNC(=O)c1ccc(OC2CCN(S(=O)(=O)N(C)C)CC2)cc1
27	-2	-7	6	-6	-1	5	1	-2	13	-5	CC1CN(C(=O)COC(=O)c2ccc(C#N)cc2)CC(C)O1 (stereo not drawn)
28	0	-1	2	0	2	-6	6	-2	0	-6	COc1ccc(N(CC(=O)NCCC2=CCCCC2)S(=O)(=O)c2ccccc2)cc1OC
29	2	6	-1	1	-3	8	-8	6	-12	3	CC(CCc1ccc(O)cc1)NCCc1ccc(O)c(O)c1 (stereo not drawn)
30	5	-10	1	-1	-2	-7	3	3	4	-3	O=C(OCC(=O)C12CC3CC(CC(C3)C1)C2)c1ccccn1
31	3	5	-3	2	-1	11	-8	2	-4	3	O=C(COC(=O)c1cc([N+](=O)[O-])ccc1N1CCOCC1)c1ccccc1
32	-5	7	-3	-5	3	-3	-1	-5	1	-15	C[C@@H]1CN(C(=O)c2nc3ccc(Cl)cn3c2CN2CCc3sccc3C2)C[C@H](C)O1
33	0	3	-4	-2	-4	-2	-5	0	-6	3	O=C(NCCNC(=O)c1ccccc1Br)c1ccccc1Br
34	-1	-1	5	-5	-8	2	-1	-4	3	-1	C/C(=N\Nc1ccc(Cl)nn1)c1ccccc1O
35	1	8	-5	-2	5	-3	-1	1	-4	0	Cc1ccccc1C(=O)NC1CCN(CC(=O)NC2CCCCC2)CC1
36	2	3	0	3	4	0	-4	3	-7	10	Cc1ccc(C2CC(C(F)(F)F)n3ncc(C(=O)NCc4ccco4)c3N2)cc1 (stereo not drawn)
37	0	4	8	2	-7	-6	-4	-2	2	-2	O=C(NCCCO)C(=O)NCc1ccccn1
38	9	-1	1	-2	-7	5	-7	0	-1	9	CCOC(=O)N1CCN(C(=S)NC(=O)/C=C/c2ccc(C)cc2)CC1
39	1	4	9	-12	-2	-5	-4	-4	0	-26	NC(c1ccc(F)c(F)c1)c1nc(-c2cncnc2)cs1 (stereo not drawn)
40	-1	3	4	-8	-3	5	-5	-4	4	-8	O=C(COc1ccc(Cl)cc1Cl)N/N=C/c1ccccn1
41	-1	-7	3	-7	4	0	-2	-4	-8	-12	CC1(C)CC(=O)C(C=NCC2CCN(C(=O)Cc3ccccc3)CC2)=C(O)C1
42	1	0	-1	1	-1	1	4	-2	-10	-3	O=C(N/N=C/C=C/c1ccccc1)c1cccc(Br)c1
43	3	-3	-3	-1	2	1	1	-3	5	-7	COC(=O)C(CCC(=O)CN1C(=O)c2ccccc2C1=O)N1C(=O)c2ccccc2C1=O (stereo not drawn)
44	-1	9	5	-1	0	1	1	-2	0	1	Clc1ccc(-c2nnsc2SCc2ccccc2)cc1
45	2	1	0	1	8	-2	-3	-4	5	4	Cn1ncc(Br)c1C(=O)Nc1c(F)c(F)cc(F)c1F
46	-8	-1	-3	-11	7	-5	-5	-4	-5	-1	COC(=O)C1=C(C)N(c2ccc(Cl)c(Cl)c2)C(=O)C1
47	-13	8	-8	-12	5	7	8	-4	-1	-16	N#Cc1c(NC(=O)C2CC2)sc2c1CCCCC2
48	-6	-7	-2	-10	-5	-4	-2	-40	0	-92	CCN1CCN(c2oc(-c3ccco3)nc2C#N)CC1
49	-299	-3	10	-378	5	-3	-1	-123	6	-421	COc1ccc(C2Nc3ccccc3C(=O)N2c2ccccc2)cc1CSc1ccccn1 (stereo not drawn)
50	-2	4	5	5	8	-4	-5	-3	-8	-1	COc1cc(CC(=O)OCC(=O)N2CCN(C(=O)c3ccco3)CC2)cc(OC)c1OC
51	-4	12	2	0	7	2	5	-5	1	-20	Cc1cccc(C)c1NC(=O)C1c2ccccc2OCC(=O)N1CCCN1CCOCC1 (stereo not drawn)
52	1	-14	1	1	-1	4	-1	-2	9	7	CCOCC(=O)Nc1cccc(Br)c1
53	1	-8	5	1	6	-2	0	-4	13	-7	COc1cc(OC)cc(C(=O)NNC(=O)NC2CCCCC2)c1

# Arranged by value in PLC-beta3 inh (highest first): 3 of the compounds above.
no.	PLCg1 inh	ASAP1 inh	DDE Tn7 FP inh	PLC-beta3 inh	ARFGAP1 inh	SIAE inh	DDE Tn6 FP inh	ADAM17 inh	TDP2 inh	ADAM10 inh	compound
53	1	-8	5	1	6	-2	0	-4	13	-7	COc1cc(OC)cc(C(=O)NNC(=O)NC2CCCCC2)c1
51	-4	12	2	0	7	2	5	-5	1	-20	Cc1cccc(C)c1NC(=O)C1c2ccccc2OCC(=O)N1CCCN1CCOCC1 (stereo not drawn)
49	-299	-3	10	-378	5	-3	-1	-123	6	-421	COc1ccc(C2Nc3ccccc3C(=O)N2c2ccccc2)cc1CSc1ccccn1 (stereo not drawn)
